# B2AR arrestin – agonists driving beta-arrestin recruitment to human beta2-adrenergic receptor; beta-arrestin recruitment to beta2AR, cell-based reporter; Potency, µM (highest dose often 46.1 µM), inactives show at the highest dose activation, hits mostly activators; 0.02% of 330,000 active; AID 492947;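 also: potency is read from the fitted curve at half-maximal effect; 0% = DMSO controls and full agonism = EC100 isoproterenol or metaproterenol; nearly all actives have a fitted effect of over 65% in size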
# ELG1 DNA repair – blocks ELG1-dependent DNA repair in HEK293T cells. Potency, µM (top dose mostly 46.1 µM), without a hit: at the highest dose activity change, negative = inhibition, usual class: inhibitors. 2.3% of 330,000 active. HEK293T ELG1-luciferase reporter, luminescence, 16 h; DNA damage induced by 5-fluorouridine. AID 504467; also: potency is read from the fitted curve at half-maximal effect; % is scaled to controls: 0 for no effect and ±100 for the full control effect; nearly all actives have a fitted effect of over 55% in size
#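 Overnight (16 hr) co-exposure of 2,000 cells/well to 5-fluorouridine and compound at 37 °C preceded detection. Luciferase was quantified via ONE-Glo luminescence; loss of signal denotes inhibition.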
# PTAP TSG101 blk – blocks PTAP/TSG101 interaction to inhibit HIV-1 budding; 340,000 tested, under 10 active; AID 493005; Fluorescence polarization, FITC-PTAP peptide / Tsg101 binding; Potency, µM (series often up to 115 µM), for the others: top-dose activity change, negative = inhibition, hits mostly inhibitors; active = well fitted inhibition curve with a large enough effect in the main read-out, with a control signal flat, not every such curve was filed as active; inconclusive = small, poorly fitted or top-dose-only effect, or effect the other way, or a change in a side signal; inactive = no such curve, though single readings can be large or run the other way; also: potency is read from the fitted curve at half-maximal effect; % of control where 0% means no effect
#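 Tsg101 binding domain (10 uM final) was mixed with compound and a FITC-labeled PTAP peptide (50 nM final) in HEPES pH 7.5 buffer with NaCl, Tween 20, EDTA and TCEP; fluorescence polarization was read after 20 min at r.t.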
# USP2a inh – blocks human ubiquitin-specific protease USP2a; O75604; Potency, µM (series often up to 38.3 µM), without a hit: at the highest dose activity change, negative = inhibition, most hits filed as inhibitors; USP2 core, Ub-CHOP2 coupled fluorogenic reporter, 485/531; 0.01% of 330,000 active; AID 463254;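 also: potency is read from the fitted curve at half-maximal effect; plate controls were DMSO wells for no effect and full inhibition by NEM control for full effect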
#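 Cell-free coupled assay: 10nM USP2 core preincubated 30min RT with compound in Tris-HCl pH 8.0/CaCl2/CHAPS buffer, then 25nM Ub-CHOP2 and 25nM reporter substrate; fluorescence (Ex 485/Em 531) read after 60min RT, normalized to NEM inhibition, concentration-response curves fitted.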
# TCR activator – T cell receptor activation; AID 504894; primary human leukocytes, anti-CD3, IL-2 HTRF, 48 h; 330,000 tested, under 10 active; Potency, µM (top dose mostly 9.22 µM), without a hit: at the highest dose activation of IL-2 secretion, usual class: activators; also: % of control where 0% means no effect
#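 IL-2 release read by HTRF sandwich (Eu cryptate donor, d2 acceptor, 665 nm emission) after 48 hr exposure of primary human leukocytes to compound together with anti-CD3 beads in the absence of co-stimulatory signals.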
# Tb PFK inh – inhibitors of T. brucei phosphofructokinase; O15648; T. brucei PFK, ADP-Glo luminescence; Potency, µM (highest dose often 57.5 µM), inactives show top-dose activity, negative = inhibition, usual class: inhibitors; 0.17% of 330,000 active;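 also: potency is read from the fitted curve at half-maximal effect; 0% = uninhibited 1x PFK enzyme wells and -100% = no-enzyme wells; nearly all actives have a fitted effect of over 60% in size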
# Target sequence (O15648 whole entry, looked up): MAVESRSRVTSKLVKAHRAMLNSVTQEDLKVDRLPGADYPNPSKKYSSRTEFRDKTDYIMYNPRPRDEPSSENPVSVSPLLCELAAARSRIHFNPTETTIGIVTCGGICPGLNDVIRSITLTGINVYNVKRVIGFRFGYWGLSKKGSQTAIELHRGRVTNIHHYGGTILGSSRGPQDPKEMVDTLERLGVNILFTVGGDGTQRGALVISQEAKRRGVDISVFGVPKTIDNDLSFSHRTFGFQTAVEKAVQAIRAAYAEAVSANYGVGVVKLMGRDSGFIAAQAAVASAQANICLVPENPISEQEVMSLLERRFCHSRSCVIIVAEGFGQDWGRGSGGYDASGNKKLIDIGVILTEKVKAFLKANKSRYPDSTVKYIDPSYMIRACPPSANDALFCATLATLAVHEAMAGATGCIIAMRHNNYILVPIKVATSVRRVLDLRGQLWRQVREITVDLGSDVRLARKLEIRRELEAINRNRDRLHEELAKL
#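 In TEA buffer at pH 8.0 with 5 mM MgCl2, enzyme (1.25 nM) converted F6P (0.5 mM) and ATP (0.1 mM) for 45 min at room temperature. ADP product was read by luciferase luminescence.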
# Mito fusion yeast – inhibitors of mitochondrial division or activators of mitochondrial fusion; S. cerevisiae fusion-defective mutant growth rescue, CellTiterGlo 48 h; Potency, µM (titrated, usually from 46.1 µM), without a hit: at the highest dose growth rescue (activation), actives largely listed as activators; 0.23% of 320,000 active; AID 485298;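 also: potency is read from the fitted curve at half-maximal effect; % of control where 0% means no effect; nearly all actives have a fitted effect of over 45% in size; temperature-sensitive fusion mutants such as fzo1-1 at 37 °C on non-fermentable ethanol glycerol medium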
#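 Luminescent cell viability in 1536-well qHTS format served as the measure of rescued growth in ts fusion-mutant S. cerevisiae cultured on non-fermentable YPEG for 48 hours at 37C.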
# TSHR antag – antagonists of human thyroid stimulating hormone receptor | P16473 | TSHR-expressing cells, TSH-stimulated cAMP HTRF, 2 h; active compounds read low | activity change, negative = inhibition, % at 11.5 µM | 0.2% of 330,000 active;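 active = activity change below a set negative limit, meaning inhibition stronger than a set level, cut at about -70% in these data; inconclusive = activity change between two set negative limits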; also: % is scaled to controls: 0 for no effect and ±100 for the full control effect
#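 Cell-based HTRF cAMP assay; TSHR cells + compound, TSH EC80 (4nM final), 2 h, 37 deg C. Lysis with anti-cAMP cryptate and cAMP-d2, 30 min RT, read 665/620 nm.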
# Eya2 phos inh – Eya2 (human) phosphatase inhibition; O00167; recombinant Eya2, OMFP fluorescence dephosphorylation (OMFP is methylfluorescein phosphate); Potency, µM (top dose mostly 76.9 µM), without a hit: at the highest dose activity, negative = inhibition, hits mostly inhibitors; 0.006% of 330,000 active; AID 488837; also: potency is read from the fitted curve at half-maximal effect; % is scaled to controls: 0 for no effect and ±100 for the full control effect
# Target sequence (O00167 whole entry, looked up): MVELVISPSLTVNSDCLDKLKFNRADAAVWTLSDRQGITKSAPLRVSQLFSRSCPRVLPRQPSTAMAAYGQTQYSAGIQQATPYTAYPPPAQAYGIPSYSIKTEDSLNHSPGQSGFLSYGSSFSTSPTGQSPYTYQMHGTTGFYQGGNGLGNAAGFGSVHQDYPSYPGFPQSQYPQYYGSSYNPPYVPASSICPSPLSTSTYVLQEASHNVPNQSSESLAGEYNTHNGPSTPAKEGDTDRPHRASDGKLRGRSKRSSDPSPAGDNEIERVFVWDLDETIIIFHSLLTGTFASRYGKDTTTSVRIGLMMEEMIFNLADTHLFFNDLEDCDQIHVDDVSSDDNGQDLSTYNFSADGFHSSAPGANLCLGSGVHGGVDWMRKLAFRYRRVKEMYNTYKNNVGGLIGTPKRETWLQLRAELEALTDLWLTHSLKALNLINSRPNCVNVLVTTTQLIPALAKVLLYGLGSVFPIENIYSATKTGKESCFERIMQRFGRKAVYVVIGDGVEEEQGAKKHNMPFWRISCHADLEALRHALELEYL
#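 Eya2 (0.2 uM) preincubated 10 min at ambient with compound, then OMFP substrate added at 50 uM; 10 min reaction in 50 mM HEPES pH 7.5, 50 mM NaCl, 5 uM MgCl2, 0.05% BSA, 1 mM DTT. Fluorescence read at Ex 485/Em 525 nm.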
# BCR signal inh – inhibitors of chronic active B-cell receptor signaling; ABC-DLBCL IkBa-CBG/CBR reporter, luminescence ratio, 4 h; Potency, µM (top dose mostly 46.1 µM), for the others: top-dose ratio change, negative = lower green/red ratio, actives largely listed as inhibitors; 0.05% of 340,000 active; AID 493014; active = well fitted inhibition curve with a large enough effect in the signal ratio, with a control signal flat, not every such curve was filed as active; inconclusive = small, poorly fitted or top-dose-only effect, or effect the other way, or a change in a side signal; the % refers to the signal ratio;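 also: potency is read from the fitted curve at half-maximal effect; plate controls were basal doxycycline-induced cells for no effect and cells given 10 µM MG132 for full effect; MG132 reads +100%, hits lower the ratio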
#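 Cell line TMD8 (human ABC DLBCL), stably expressing tet-inducible CBG68-IkBa fusion and CBR; IMDM/0.5% FBS; cpd up to 46 uM; dox induction, 4 h, 37C/5% CO2; dual luminescence; green/red ratio; MG132 control.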
# uPA surface inh – cell surface uPA generation inhibition. Potency, µM (highest dose often 38.3 µM), inactives show at the top dose activity change, negative = inhibition, hits mostly inhibitors. AID 540303. cell surface uPA generation assay, qHTS. 0.31% of 330,000 active; active = well fitted inhibition curve with a large enough effect; inconclusive = small, poorly fitted or top-dose-only effect; inactive = no such curve, though single readings can be large or run the other way; tested in mouse RAW 264.7 cells; also: potency is read from the fitted curve at half-maximal effect; % is scaled to controls: 0 for no effect and ±100 for the full control effect; nearly all actives have a fitted effect of over 55% in size
# Starred values were filed as active, the others as inactive; ? = inconclusive; . = not tested or not shown; [ ] = another dose, or the depositor's remark. Unless noted, calls follow the shape of the dose curve; as a rule, active = well fitted curve in the direction sought with a large enough effect; inconclusive = small, poorly fitted or top-dose-only effect, or another doubt; inactive = no such curve, though single readings can be large; an effect the other way counts as inactive or inconclusive.
# The line under a structure holds: Eya2 phos inh	Mito fusion yeast	TCR activator	PTAP TSG101 blk	TSHR antag	B2AR arrestin	USP2a inh	ELG1 DNA repair	BCR signal inh	Tb PFK inh	uPA surface inh
> O=c1oc2ccccc2cc1-c1csc(NN=C2CCCCC2)n1
 : -8%	-13%	1%	-3%	-7	-0.8%	0%	?	-9%	1%	-4%
> CC(C)Cn1cnc2c1c(=O)n(CC(=O)NC(=O)NC(C)(C)C)c(=O)n2Cc1ccccc1
 : -7%	-1%	16%	1%	-8	-0.7%	1%	0%	-18%	9%	1%
> CCOC(=O)c1[nH]c(C)c(CN(CCc2ccc(OC)c(OC)c2)C(=O)CCCC(=O)O)c1C
 : -6%	1%	-242%	-5%	5	-1.0%	0%	4%	-25%	-4%	4%
> Cc1noc(C)c1S(=O)(=O)N1CCCC1C(=O)O (configuration not stated)
 : 5%	-6%	-2%	-4%	4	-0.5%	1%	6%	-9%	0%	8%
> CN1C(=O)C(C)(C)c2cc(S(=O)(=O)NCC(=O)NCc3ccccc3)ccc21
 : 5%	-1%	0%	0%	0	-0.3%	-1%	29%	-5%	-1%	14%
> N/C(=N\S(=O)(=O)c1cccs1)c1ccccc1
 : -18%	-5%	2%	-3%	-1	0.0%	1%	-1%	15%	-7%	-6%
> Cc1cc(=O)oc2cc(OCC(=O)NC3CCCCC3)c(Cl)cc12
 : 4%	.	-9%	-2%	-7	-0.4%	3%	6%	7%	-3%	-3%
> COC(=O)c1ccc(NC(=O)CC(=O)Nc2ccc(C(=O)OC)cc2)cc1
 : -25%	0%	-1%	-3%	0	0.3%	-5%	14%	?	-10%	18%
> CCOC(=O)CCc1cccc2c1CCC2=O
 : 4%	-4%	5%	-5%	5	0.2%	-1%	15%	0%	3%	0%
> NS(=O)(=O)c1ccc(CCNS(=O)(=O)c2cccc3nsnc23)cc1
 : -10%	-5%	5%	-1%	9	-1.0%	-6%	9%	-18%	-4%	5%
> CCCc1ncc(C(O)c2cccc(OC)c2)n1C (configuration not stated)
 : 5%	-1%	-8%	0%	6	-0.1%	0%	15%	-1%	-10%	9%
> COc1c(C)cccc1C(=O)NCc1ccc2c(c1)OCO2
 : 5%	-9%	-5%	-5%	-11	-0.6%	6%	23%	-1%	1%	0%
> O=c1cc(CN2CCN(C/C=C/c3ccccc3)CC2)c2cc(O)ccc2o1
 : -9%	-1%	.	-2%	37	3.6%	0%	-19%	?	4%	-4%
> Cc1ccccc1C(=O)NNC(=O)/C=C/c1ccccc1
 : -9%	3%	0%	-3%	3	0.1%	0%	25%	?	-9%	1%
> O=C(c1csc2c1CCCC2)N1CCN(c2cccc(C(F)(F)F)c2)CC1
 : -39%	5%	1%	1%	-2	-0.1%	-7%	-13%	0%	2%	-1%
> CCOC(=O)c1ccc(-n2c(C)ccc2C)cc1
 : -11%	1%	-11%[46.1 µM]	1%	14	-0.7%	-10%	-2%	-2%	3%	3%
> Cc1ccc(NC(=O)CSc2nc3nc(C)c(Br)cc3[nH]2)cc1F
 : 10%	3%	-2%	0%	-7	-0.1%	1%	?	-13%	0%	-21%
> CCc1ccc(OCC(=O)NNC(=O)CSc2nnc(-c3ccc(C)cc3)n2C)cc1
 : -6%	-4%	-5%[46.1 µM]	-1%	29	-0.3%	4%	28%	1%	1%	-2%
> CCC1=NN(C(=O)c2ccc(Br)cc2)C(O)(c2ccccc2)C1 (configuration not stated)
 : -6%	10%	0%[46.1 µM]	0%	-6	0.2%	2%	0%	?	0%	-1%
> CCC(C)[C@H](N)c1nnc(SCC(=O)c2ccc(Cl)cc2)o1 (some centres not stated)
 : -18%	3%	2%	-7%	6	-1.0%	0%	-3%	1%	-4%	.
> O=C(NCc1ccco1)c1ccc(Cl)c(S(=O)(=O)N2CCOCC2)c1
 : -28%	6%	-15%	-2%	26	-0.2%	-3%	-29%	-1%	-10%	.
> CC1CN2C(c3ccc([N+](=O)[O-])cc3)=CSC2=N1 (configuration not stated)
 : -6%	0%	6%	0%	8	-0.8%	4%	23%	-3%	0%	-3%
> COc1ccc2oc(=O)c(-c3nnc(NCc4ccco4)s3)cc2c1
 : -29%	6%	1%	-12%	3	0.3%	-1%	?	1%	0%	-9%
> FC(F)(F)c1cnc2c(c1)[nH]c(=S)n2-c1ccc(Cl)cc1
 : -1%	-37%[inhibitor]	-4%	1%	-5	0.5%	4%	16µM*	11%	0%	-27%
> CCCCN(C(=O)CCCc1nc2ccccc2s1)c1c(N)n(CC(C)C)c(=O)[nH]c1=O
 : 2%	-1%	2%	0%	-9	-0.3%	-1%	9%	3%	8%	3%
> COc1ccccc1NC(=O)Cn1c(=O)n2nc(C)nc2c2ccccc21
 : -11%	1%	3%	-1%	13	0.1%	-5%	?	-4%	-3%	11%
> O=C(c1ccco1)N1CCN(c2cc(N3CCOCC3)c(F)cc2[N+](=O)[O-])CC1
 : 5%	-3%	-1%	1%	-6	0.0%	-4%	-10%	-1%	4%	1%
> CCC1CC2CC(NC(C)=O)C1C2 (configuration not stated)
 : -9%	-2%	-7%	-3%	2	0.1%	4%	2%	-19%	1%	-7%
> COc1ccc(C)cc1-n1c(SCC(=O)Nc2cccc(C(=O)O)c2)nc2ccccc2c1=O
 : 1%	-1%	-2%	-2%	-10	-0.3%	0%	7%	?	4%	8%
> O=C(CN1CCN(c2ccc(F)cc2)CC1)OCc1ccccc1
 : 12%	1%	2%	0%	1	0.0%	2%	2%	-7%	0%	.

# Quoted at random: 4 compounds from above, in no set order.
# The line under a structure holds: Eya2 phos inh	Mito fusion yeast	TCR activator	PTAP TSG101 blk	TSHR antag	B2AR arrestin	USP2a inh	ELG1 DNA repair	BCR signal inh	Tb PFK inh	uPA surface inh
> CCOC(=O)CCc1cccc2c1CCC2=O
 : 4%	-4%	5%	-5%	5	0.2%	-1%	15%	0%	3%	0%
> Cc1cc(=O)oc2cc(OCC(=O)NC3CCCCC3)c(Cl)cc12
 : 4%	.	-9%	-2%	-7	-0.4%	3%	6%	7%	-3%	-3%
> CC(C)Cn1cnc2c1c(=O)n(CC(=O)NC(=O)NC(C)(C)C)c(=O)n2Cc1ccccc1
 : -7%	-1%	16%	1%	-8	-0.7%	1%	0%	-18%	9%	1%
> O=c1cc(CN2CCN(C/C=C/c3ccccc3)CC2)c2cc(O)ccc2o1
 : -9%	-1%	.	-2%	37	3.6%	0%	-19%	?	4%	-4%

# The listing continues.
# The line under a structure holds: Eya2 phos inh	Mito fusion yeast	TCR activator	PTAP TSG101 blk	TSHR antag	B2AR arrestin	USP2a inh	ELG1 DNA repair	BCR signal inh	Tb PFK inh	uPA surface inh
> CN(Cc1ccccn1)C(=O)C1CCC(=O)N(Cc2cccc(F)c2)C1 (configuration not stated)
 : -1%	0%	0%	-1%	7	0.3%	1%	?	6%	-1%	6%
> CN(C(=O)c1ccc(NC(=O)Cc2ccc(NC(=O)C3CCCN(C(=O)C4CCC4)C3)cc2)cc1)C1CC1 (configuration not stated)
 : -4%	5%	1%	-1%	-2	0.1%	2%	13%	10%	-2%	0%
> CN1/C(=C\C(=O)Nc2ccc(Br)cc2)C(C)(C)c2ccccc21
 : -3%	-15%	1%[46.1 µM]	0%	-16	-0.8%	2%	1%	?	0%	12%
> CCOC(=O)N1CCC(=NNc2ccnc3cc(Cl)ccc23)CC1
 : -18%	3%	4%	1%	-3	0.1%	1%	?	9%	-1%	5%
> CCCCCCCCNC1=CC(=O)CC(C)(C)C1
 : 9%	5%	-1%	0%	11	-0.6%	2%	5%	0%	-1%	-2%
> Cn1c(SCc2ccccc2F)nnc1-c1ccccn1
 : 11%	-1%	-6%	-1%	2	0.2%	3%	?	?	-11%	-8%
> CS(=O)(=O)Nc1ccccc1C(=O)Nc1cc2c(cc1C(=O)O)OCCCO2
 : 0%	3%	-5%	-1%	-1	-1.1%	-1%	-6%	9%	2%	-1%
> CS(=O)(=O)N(CC(=O)N1CCN(c2ccccc2F)CC1)C1CCCCC1
 : -8%	2%	3%	3%	12	-0.2%	-1%	?	4%	-1%	0%
